Screening data from PubChem.
GRK2 inh = blocks RNA aptamer binding to human GRK2; actives 0.59% (n = 330,000); inhibition of aptamer binding, % at 10 µM; AID 488847; bead flow cytometry, FAM-aptamer displacement from GRK2; P25098;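 active = inhibition of aptamer binding above 40%, roughly 3 SD of noise, on plates passing a quality check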;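 also: median bead fluorescence of bound FAM aptamer so fluorescent compounds give negative values; no value below 0 was filed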
GLD-1 RNA inh = GLD-1-TGE RNA interaction inhibition (C. elegans). Q17339. purified GLD-1 + fluorescein TGE RNA, fluorescence polarization. inhibition, % at 5.96 µM. actives 0.44% (n = 320,000). AID 2280;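 active = percent inhibition above a per-plate cutoff, the plate mean of test compounds plus 3 SD, cut at about 30% in these data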;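 also: 0% = DMSO wells with GLD-1 and probe and 100% = wells lacking GLD-1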
VLA-4 inh = inhibition in a human VLA-4 binding assay. inhibition, % (about 7 µM as worked out from the volumes in the protocol). actives 0.2% (n = 330,000). VLA-4 expressing cells, ligand binding flow cytometry; in the data active = inhibition above about 50%
Target sequence (P13612 whole entry, looked up): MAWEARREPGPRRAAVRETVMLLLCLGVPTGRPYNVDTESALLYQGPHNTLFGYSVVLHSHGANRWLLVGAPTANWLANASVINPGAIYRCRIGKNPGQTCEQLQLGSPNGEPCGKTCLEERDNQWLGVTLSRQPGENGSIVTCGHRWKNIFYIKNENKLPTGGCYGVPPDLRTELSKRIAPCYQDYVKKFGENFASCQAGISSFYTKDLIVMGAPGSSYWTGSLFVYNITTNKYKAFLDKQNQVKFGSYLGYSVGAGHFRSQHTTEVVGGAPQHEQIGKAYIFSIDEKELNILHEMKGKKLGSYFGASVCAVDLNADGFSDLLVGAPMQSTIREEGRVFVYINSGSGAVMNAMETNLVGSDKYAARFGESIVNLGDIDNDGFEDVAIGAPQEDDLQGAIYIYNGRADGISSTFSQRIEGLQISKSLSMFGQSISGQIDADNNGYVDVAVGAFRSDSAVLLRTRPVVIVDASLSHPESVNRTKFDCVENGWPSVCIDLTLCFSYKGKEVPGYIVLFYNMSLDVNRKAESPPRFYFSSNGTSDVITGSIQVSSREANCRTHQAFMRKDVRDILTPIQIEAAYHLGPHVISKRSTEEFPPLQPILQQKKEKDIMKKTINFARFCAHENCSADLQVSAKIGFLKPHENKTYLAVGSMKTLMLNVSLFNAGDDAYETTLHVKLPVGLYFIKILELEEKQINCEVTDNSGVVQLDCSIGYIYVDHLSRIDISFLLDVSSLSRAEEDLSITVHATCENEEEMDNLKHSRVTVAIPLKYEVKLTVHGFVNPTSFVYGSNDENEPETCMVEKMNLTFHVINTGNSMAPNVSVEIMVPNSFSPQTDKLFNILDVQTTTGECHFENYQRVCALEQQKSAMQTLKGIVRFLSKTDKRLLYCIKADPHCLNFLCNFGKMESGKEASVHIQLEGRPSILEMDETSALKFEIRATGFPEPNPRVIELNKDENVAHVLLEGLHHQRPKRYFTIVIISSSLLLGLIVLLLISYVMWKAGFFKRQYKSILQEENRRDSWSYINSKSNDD
MEX-5 binding = C. elegans MEX-5 TCR-2 RNA binding activity. Q9XUB2. MEX-5/FITC-TCR2 RNA binding, fluorescence polarization; hits give low values. activity score (negative = inhibition of binding), % at 10 µM. actives 0.38% (n = 300,000). AID 1832;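 active = inhibition past about -25% in most replicates, and total fluorescence under double the plate's negative control median, limit read from the data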;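 also: 0% = DMSO and -100% = 5 µM competing unlabeled TCR2 RNA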
Efflux pump inh = inhibitors of Candida antifungal efflux pumps expressed in yeast; actives 0.44% (n = 330,000); S. cerevisiae Candida pump triplex, Nile Red efflux; AID 485275; inhibition, % at 10 µM;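 active = plate passing quality check with inhibition over a set limit, or well fluorescence over plate mean plus 4 SD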;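 also: Nile Red retained in pooled yeast measured as flow cytometry median fluorescence; 0% = buffer negative control and 100% = Enniatin B positive control; higher means more Nile Red kept so more efflux inhibition; some compounds called inactive have numbers as strong as hits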
Fam108B inh = blocks mouse Fam108B hydrolase in RBBP9 counter-screen; recombinant Fam108B, FP-Rh probe fluorescence polarization; inhibition, % at 9.51 µM; actives 0.33% (n = 300,000);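 active = inhibition above the screen mean inhibition plus 3 SD, computed separately per campaign, cut at about 18% in these data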;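 also: inhibitors lower polarization as less probe binds the enzyme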
MCL1-BIM inh = MCL1-BIM-BH3 interaction inhibition (human). Q07820. GST-MCL1 / FITC-Bim-BH3 fluorescence polarization. inhibition, % at 10.9 µM. actives 0.68% (n = 320,000). AID 2057;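 active = inhibition above the mean inhibition of all tested compounds plus 3 SD, set per campaign, cut at about 40% in these data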;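 also: 0% = DMSO wells and 100% = unlabeled Bim-BH3 peptide control; higher means more loss of mP so more displacement of Bim peptide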
PME-1 inh = PME-1 (human) inhibition. recombinant PME-1, FP-Rh probe fluorescence polarization. Q9Y570. actives 0.53% (n = 320,000). inhibition, % at 5.9 µM;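 active = inhibition above the campaign mean of all compounds plus 3 SD, cut at about 26% in these data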;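 also: competitive labeling of PME-1 active site by serine hydrolase directed probe; 0% = PME-1 with DMSO and 100% = wells lacking PME-1 enzyme; inhibitors block probe labeling so polarization falls and inhibition rises; many of its hits are not listed in these tables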
BCLXL inh = Bcl-xL (human) inhibition. actives 0.7% (n = 320,000). GST-Bcl-xL / FITC-Bim BH3 peptide fluorescence polarization. inhibition, % at 10.9 µM. AID 2129. Q07817;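 active = inhibition above the mean of all tested compounds plus 3 SD, cutoff set per campaign, cut at about 30% in these data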;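 also: 0% = DMSO wells and 100% = unlabeled Bim-BH3 peptide competitor; inhibitors lower millipolarization by displacing the labeled peptide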
The depositor's hits bear a star; i = inactive; . = no result given.

SMILES	GRK2 inh	GLD-1 RNA inh	VLA-4 inh	MEX-5 binding	Efflux pump inh	Fam108B inh	MCL1-BIM inh	PME-1 inh	BCLXL inh
O=C(Nc1ccc2[nH]c(=O)[nH]c2c1)c1ccc(Br)o1	0	6	-16	-1.0	0.1	1	8	7	4
CC[C@@H]1CCCCc2ccccc2[C@@H](C(=O)C[C@H](O)CC(C)=O)OC1=O	8	3	-26	.	0.0	.	.	.	.
CC(C)CC(=O)NC1(C(F)(F)F)C(=O)Nc2c1c(=O)[nH]c(=O)n2Cc1ccco1 (stereo not given)	0	1	10	-3.8	0.1	0	21	-3	13
COc1cccc(Oc2ccc(N)cn2)c1	0	1	-2	1.0	0.1	0	2	-5	5
CCOc1ccccc1NC(=O)C(C)N1C(=O)c2ccccc2S1(=O)=O (stereo not given)	1	-3	13	3.4	0.3	2	7	1	0
CNC(=O)N(C1=NCC(C)(C)S1)c1ccc(F)c(Cl)c1	0	0	-6	2.3	0.0	-1	-6	-3	-3
CC(=O)c1ccc(OCCCC(=O)NNC(=O)c2ccccn2)cc1	0	-2	41	.	-0.1	.	5	5	6
O=C(O)/C=C/C(=O)N1CCN(S(=O)(=O)c2cccc(C(F)(F)F)c2)CC1	5	13	3	-2.5	0.0	1	3	6	1
Cc1cc(Br)c(NC(=O)CN(C)CCOc2ccccc2)c(Br)c1	1	2	8	1.2	0.0	1	-2	5	-1
COC(=O)Cc1csc(Nc2c(C)n(C)n(-c3ccccc3)c2=O)n1	0	-2	7	2.0	0.1	-5	5	-3	3
CCCN1C(=O)/C(=C/C=C2\N(CC)c3ccccc3C2(C)C)SC1=S	0	25	i	3.5	0.2	-8	-71	-8	-49
C=CCN1C(=O)C(Cc2ccc(OC)cc2)S/C1=N/N=C/c1ccco1 (stereo not given)	0	9	-1	1.6	0.0	2	0	-4	4
O=C(CNC(=O)C12CC3CC(CC(C3)C1)C2)N1CCN(S(=O)(=O)/C=C/c2ccccc2)CC1	2	3	4	0.9	-0.1	-2	-1	2	1
FC(F)(F)c1cccnc1N1CCN(c2ncnc3nc[nH]c23)CC1	0	5	50*	1.1	0.0	2	2	2	1
CC(=O)Nc1ccccc1OC(=O)N1CCOCC1	2	-8	15	0.4	0.1	-1	4	3	2
CC(=O)N(CC(=O)Nc1sc(C)c(C)c1C(N)=O)Cc1ccccc1	0	-4	16	-1.6	0.2	2	-8	3	-4
Cc1cc(OCC[N+]2(C)CCCCC2)nc2ccccc12	0	7	7	-0.2	0.1	-2	-18	-4	-13
CCN1CCc2nc3ccccc3c(C(=O)Nc3ccc(F)cc3)c2C1	0	-1	-4	.	0.3	-1	7	0	9
O=C1Cc2ccccc2Sc2ccc(Cl)cc21	2	-7	22	-1.6	0.2	-8	6	8	5
O=C(c1cccc(C(=O)N2CCN(c3ncccn3)CC2)c1)N1CCN(c2ncccn2)CC1	1	4	8	2.1	-0.1	1	3	7	0
COc1ccc(C(=O)c2ccc([N+](=O)[O-])cc2)cc1S(=O)(=O)N1CCC(C(=O)O)CC1	0	4	-2	-0.9	0.1	0	3	3	6
CCCCCCCCC(=O)N1CCN(c2cc3c(cc2F)c(=O)c(C(=O)O)cn3CC)CC1	0	2	14	-2.4	0.1	-2	6	4	1
O=C(Nc1ccc(N2CCOCC2)c(Cl)c1)C1CCCCC1	0	4	8	2.0	0.3	0	8	-1	3
Cc1nc2ccccn2c1C(=O)NCC(C)C	0	-4	1	-1.3	-0.1	2	5	-10	5
O=C(c1cc(-c2ccc(F)cc2)on1)N1CCCc2ccccc21	3	5	4	2.2	0.0	2	2	1	3

Laid out differently: entries from further up
Molecule | GRK2 inh | GLD-1 RNA inh | VLA-4 inh | MEX-5 binding | Efflux pump inh | Fam108B inh | MCL1-BIM inh | PME-1 inh | BCLXL inh
O=C(c1cc(-c2ccc(F)cc2)on1)N1CCCc2ccccc21 | 3 | 5 | 4 | 2.2 | 0.0 | 2 | 2 | 1 | 3
CC(=O)Nc1ccccc1OC(=O)N1CCOCC1 | 2 | -8 | 15 | 0.4 | 0.1 | -1 | 4 | 3 | 2
FC(F)(F)c1cccnc1N1CCN(c2ncnc3nc[nH]c23)CC1 | 0 | 5 | 50* | 1.1 | 0.0 | 2 | 2 | 2 | 1

(list continues)
SMILES	GRK2 inh	GLD-1 RNA inh	VLA-4 inh	MEX-5 binding	Efflux pump inh	Fam108B inh	MCL1-BIM inh	PME-1 inh	BCLXL inh
CCOC(=O)C1CCN(C(=O)Cn2nc(C)n3cccc3c2=O)CC1	0	-6	2	-5.8	0.2	5	-3	-1	0
CCCCN(C)CCCNC(=O)c1ccc2c(c1)NC(=O)C(N1CCOCC1)S2 (stereo not given)	2	-7	6	0.6	0.1	-3	4	-1	3
COc1ccc(CCNC(=O)CCc2cc(OC)c(OC)c(OC)c2)cc1	2	2	4	-0.6	-0.1	4	1	1	5
O=[N+]([O-])c1ccc(C[n+]2cccc3ccccc32)cc1	0	-44	0	8.8	0.0	4	-36	-1	-17
CC1CC(C)CN(C(=O)Cn2c(=O)n(CCCCC(=O)NC3CCCC3)c(=O)c3ccccc32)C1 (stereo not given)	0	-3	-7	-0.1	0.0	-5	-1	-6	1
COc1ccc(-c2cc(-c3ccccc3)nc(-c3ccc4c(c3)NC(=O)CO4)c2)cc1	3	-2	1	-4.6	0.3	-17	0	2	-3
COc1ccccc1CN(CC(=O)NCc1ccc(F)cc1)C(=O)c1csnn1	3	-2	4	3.3	0.1	5	17	-7	8
O=C1/C(=C/c2ccc(F)cc2)SC(=S)N1N1CCOCC1	3	9	0	-0.7	0.0	2	0	-7	2
O=C(Nc1cccc2ccccc12)N1CC=C(c2ccccc2)CC1	0	-3	-2	2.5	0.5	-1	5	-2	-3
Cc1cccc(Nc2nc(N)c([N+](=O)[O-])c(N3CCC(C)CC3)n2)c1	0	4	-26	1.5	0.0	1	1	2	3
CNC(=O)c1ccsc1NC(=O)c1sc2ccccc2c1Cl	2	3	-2	-2.0	0.1	-39	-28	-89	-17
CC(=O)N1CCc2cc(S(=O)(=O)NCCC(=O)NC3CCCc4ccccc43)ccc21 (stereo not given)	2	0	0	-0.5	-0.1	2	3	19	5
CCn1c(CNS(=O)(=O)c2ccc(Br)cc2)n[nH]c1=S	0	2	0	2.2	0.0	3	-3	5	3
O=C(Nc1nc(-c2ccc(F)c(F)c2)cs1)c1ccc(OCC2CCCO2)cc1 (stereo not given)	0	3	0	-0.1	-0.2	0	1	-4	1
COc1ccc(NC(=O)C23CCC(C)(C(=O)C2)C3(C)C)cc1 (stereo not given)	0	4	-2	3.4	0.0	-7	5	-7	7
O=C(NNc1nc(N2CCOCC2)nc(N2CCOCC2)n1)Nc1ccc(Cl)cc1	0	7	5	1.2	-0.1	-3	-1	-3	2
COc1ccc(C(=O)OCC(=O)NC2CC2)cc1S(=O)(=O)N1CCOCC1	0	-4	7	0.6	-0.1	-4	-4	-4	-6
COc1ccccc1NC(=O)C1CCN(c2ncnc3c2nc2n3CCCCC2)CC1	5	1	-1	-5.1	0.3	1	1	-6	-5
Cc1ccc(-c2csc3ncnc(Nc4ccc(C(=O)O)cc4)c23)cc1	6	0	1	-1.5	-0.1	-2	4	-5	1
CN(C)C(=O)c1ccc(Cl)cc1[N+](=O)[O-]	0	2	1	-0.2	0.1	4	2	-1	5
O=C(CSc1nc2ccccc2c(=O)n1CCCC(=O)N1CCCC1)NCc1ccco1	0	0	23	-1.8	0.0	-1	-3	0	0
CCn1ncc(Br)c1C(=O)Nc1ncc(C)s1	0	-1	20	1.9	0.5	-5	-10	8	-3
CSc1cccc(NC(=S)N2CCC(N(C)C(C)C)CC2)c1	1	8	12	0.1	0.2	1	9	-8	3
CC(C)n1c(SCC(=O)NCc2ccco2)nnc1C1CC1	2	0	-5	1.6	2.2	6	10	-7	3
COc1ccc(NS(=O)(=O)Cc2ccccc2Cl)cn1	1	-2	8	2.7	0.1	4	7	-1	2

Entries above shown as hits in VLA-4 inh.
compound	GRK2 inh	GLD-1 RNA inh	VLA-4 inh	MEX-5 binding	Efflux pump inh	MCL1-BIM inh	PME-1 inh	BCLXL inh
FC(F)(F)c1cccnc1N1CCN(c2ncnc3nc[nH]c23)CC1	0	5	50*	1.1	0.0	2	2	1

(more compounds)
SMILES	GRK2 inh	GLD-1 RNA inh	VLA-4 inh	MEX-5 binding	Efflux pump inh	Fam108B inh	MCL1-BIM inh	PME-1 inh	BCLXL inh
COC(=O)[C@H](CCSC)NC(=O)Nc1ccc(OC)cc1OC	0	5	6	0.4	-0.1	2	3	1	1
Cc1ccc(NC(=O)CC(C)c2ccccc2)cc1S(=O)(=O)N1CCOCC1 (stereo not given)	0	4	-5	.	-0.2	.	.	.	.
COCc1cc(C)nc(NC2CCCCC2)c1C#N	1	1	7	.	0.0	2	0	1	5
C=CCNC(=O)C1CC(=O)N(c2ccc(OCC(=O)Nc3ccccc3)cc2)C1 (stereo not given)	1	-1	43	1.3	0.1	1	6	-3	5
C=CCn1c(=O)/c(=C/c2ccc(C)o2)s/c1=C(/C#N)C(=O)c1ccccc1	2	-51	-57	-27*	0.5	2	-50	-6	-40
O=C(Cn1cnc2ccccc21)Nc1ccccc1-c1ccccc1	2	2	-3	1.7	-0.1	8	6	0	7
CCOC(=O)c1c[nH]c2nc(C)ccc2c1=O	3	61*	-6	-47*	0.0	3	85*	4	78*
c1cncc(-c2csc(-c3cccnc3)n2)c1	1	1	-1	-0.6	-0.1	-6	8	-6	1
CN(C)c1ccc(P(=O)(COc2ccc([N+](=O)[O-])cc2)c2ccc(N(C)C)cc2)cc1	0	7	5	0.1	-0.1	0	-5	7	-2
O=C1N=C(N2CCOCC2)S/C1=C/c1cccs1	3	2	2	1.8	-0.2	1	4	-2	2
Oc1ccc(O)c(Cc2nc3ccccc3s2)c1	4	7	-1	-1.1	0.0	1	6	-1	3

Five of the compounds above, with bars between the fields.
structure | GRK2 inh | GLD-1 RNA inh | VLA-4 inh | MEX-5 binding | Efflux pump inh | Fam108B inh | MCL1-BIM inh | PME-1 inh | BCLXL inh
Cc1ccc(NC(=O)CC(C)c2ccccc2)cc1S(=O)(=O)N1CCOCC1 (stereo not given) | 0 | 4 | -5 | . | -0.2 | . | . | . | .
COCc1cc(C)nc(NC2CCCCC2)c1C#N | 1 | 1 | 7 | . | 0.0 | 2 | 0 | 1 | 5
C=CCNC(=O)C1CC(=O)N(c2ccc(OCC(=O)Nc3ccccc3)cc2)C1 (stereo not given) | 1 | -1 | 43 | 1.3 | 0.1 | 1 | 6 | -3 | 5
C=CCn1c(=O)/c(=C/c2ccc(C)o2)s/c1=C(/C#N)C(=O)c1ccccc1 | 2 | -51 | -57 | -27* | 0.5 | 2 | -50 | -6 | -40
O=C(Cn1cnc2ccccc21)Nc1ccccc1-c1ccccc1 | 2 | 2 | -3 | 1.7 | -0.1 | 8 | 6 | 0 | 7

A portion of the library (hit frequency here may not be typical).
